VEEV TC-83 Vero: inhibitors of VEEV TC-83 cytopathic effect, confirmation, Vero cells (AID 588727); hit rate 0.13% among 350,000; one-dose inhibition, % at 20 µM; IC50 in µM for titrated hits; Vero cells, VEEV TC-83 cytopathic effect inhibition; higher % means a stronger effect; in the data active = a potency from the dose series; inconclusive = inhibition mostly from about 14% at the one dose, without a potency; inactive = the rest, 99 in 100 with inhibition below about 12%; note: strong numbers were not always called active
H37Rv inhibition: M. tuberculosis growth inhibition, HTS (AID 449762); M. tuberculosis H37Rv growth inhibition, 7H9 media; higher % means a stronger effect; one-dose inhibition, % at 25 µM; IC50 in µM for titrated hits; hit rate 0.59% among 330,000; in the data active = a potency from the dose series; inconclusive = inhibition above about 70% without an active follow-up result;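 note: bacterial growth assessed after seven days of incubation; strong numbers were not always called active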
tuberculosis growth: growth inhibition of non-replicating M. tuberculosis (AID 488890); inhibition, % at 25 µM; hits with a dose series show IC50 in µM; hit rate 0.39% among 320,000; Mycobacterium tuberculosis non-replicating, growth inhibition; higher % means a stronger effect; in the data active = a potency from the dose series; inconclusive = inhibition mostly from about 82% at the one dose, without a potency; inactive = the rest, 99 in 100 with inhibition below about 76%;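 note: plate controls were DMSO cells for no effect and high antibiotic wells for full effect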
Salmonella PhoP GFP: Inhibition of PhoP regulon, Salmonella typhi GFP reporter cells, confirmation, 4 h (AID 1850); Salmonella Typhi PhoP-promoter GFP reporter, fluorescence, 4 h; higher % means a stronger effect; inhibition, % at 50 µM; hits with a dose series show IC50 in µM; hit rate 0.33% among 310,000; in the data active = a potency from the dose series; inconclusive = inhibition mostly from about 25% at the one dose, without a potency; inactive = the rest, 99 in 100 with inhibition below about 19%;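 note: 0% = induced wells with vehicle and 100% = uninduced wells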
influenza NS1A: H1N1 influenza NS1A inhibitors, functional cell based assay (AID 504329); NS1A functional cell-based assay, percent inhibition; higher % means a stronger effect; one-dose inhibition, % at 12.5 µM; IC50 in µM for titrated hits; hit rate 0.3% among 340,000; in the data active = a potency from the dose series; inconclusive = inhibition above about 27% without an active follow-up result; note: strong numbers were not always called active
VEEV TC-83 Vero 10K pilot screen: also measured in VEEV TC-83 Vero; calls as there; inhibition, %; measured here: 10K pilot screen inhibition
Numbers without * were called inactive; i = inactive; ? = inconclusive; . = no result given.

SMILES	VEEV TC-83 Vero	H37Rv inhibition	tuberculosis growth	Salmonella PhoP GFP	influenza NS1A	others
Cc1cc(Nc2ccccc2)nc(-c2ccccc2O)n1	3.6%	?	14%	6%	4%
O=C(Cc1ccc(Br)cc1)Nc1ccccc1Cl	i	3%	-13%	-18%	-15%
CCOC(=O)c1sc2nc(N3CCCC3)c3c(c2c1N)CC(C)(C)OC3	7.1%	.	-1%	-7%	-1%	VEEV TC-83 Vero 10K pilot screen=1.5
c1ccc(-c2csc3ncnc(N4CCN(Cc5ccc6c(c5)OCO6)CC4)c23)cc1	4.2%	?	45%	4%	6%
CCOC(=O)N1CCN(C(=O)c2ccc(S(=O)(=O)c3ccc(C)cc3)c(NC(C)=O)c2)CC1	2.0%	-11%	-2%	2%	-5%
CCc1nnc(NC(=O)c2ccc(S(=O)(=O)N3CCN(Cc4ccccc4)CC3)cc2)s1	0.6%	-4%	19%	-10%	2%
O=C(Oc1cccc(Nc2ncnc3ccccc23)c1)c1ccccc1Cl	8.5%	52%	-18%	2%	4%
COc1ccc(/C(O)=C2/C(=O)C(=O)N(CC3CCCO3)C2c2cccc(OC)c2)cc1 (stereo not given)	i	-2%	-2%	3%	-8%
Cc1noc(C)c1S(=O)(=O)Nc1ccc2c(c1)C(=O)N([C@H](C)CO)C[C@H](C)[C@@H](CN(C)S(=O)(=O)c1ccccc1)O2	0.2%	8%	-10%	.	1%
CCC1=NN2C(=N)/C(=C\c3cccn3-c3c(C)cccc3C)C(=O)N=C2S1	0.7%	6%	73%	1%	4%	VEEV TC-83 Vero 10K pilot screen=1.6
O=C(NCCN1CCOCC1)c1ccc2c(c1)N(Cc1ccccc1F)C(=O)c1ccccc1S2	0.4%	-2%	31%	2%	0%
Cc1ccc(S(=O)(=O)NC(CC(=O)NCC2CCCO2)c2ccco2)cc1 (stereo not given)	5.5%	5%	-6%	-8%	8%
CN(CC(O)COCc1ccccc1F)C1CCCCC1 (stereo not given)	i	0%	-9%	12%	-4%
CCNC(=O)c1ccccc1CCc1ccccc1	1.4%	0%	-6%	-18%	-3%
COc1ccc2c(CC(=O)NNC(=O)c3ccc(O)cc3)coc2c1	3.4%	4%	20%	.	-4%
Cc1noc(C)c1CSc1nc2[nH]ncc2c(=O)n1-c1ccccc1	9.5%	2%	19%	0%	3%
Cc1cc(N2CCN(C)CC2)nc2ccc(NC(=S)NCCCN3CCc4ccccc4C3)cc12	i	-4%	77%	3%	8%
CN(CC(O)COc1ccc(S(=O)(=O)N2CCOCC2)cc1Cl)C1CCCCC1 (stereo not given)	0.5%	17%	0%	17%	10%
CC(CCc1ccccc1)NC(=O)C(=O)N1CCOCC1 (stereo not given)	0.8%	-4%	-6%	10%	1%
Cc1ccc(N2C(=O)c3cccc4cccc(c34)C2=O)cc1	0.8%	-3%	-22%	2%	-2%
COc1ccc(C(=O)NCC(=O)NCC(=O)OCC(=O)c2ccc(C)cc2)cc1	0.8%	-10%	-5%	-5%	-4%
O=C1Nc2ccccc2C1=Nc1ccccc1-c1ccccc1	i	.	.	.	-21%
CCN(c1ccccc1)S(=O)(=O)c1ccc(C(=O)Nc2ccccn2)cc1	5.8%	8%	7%	8%	-2%
CC(Cc1ccccc1Sc1ccccc1)N(C)C (stereo not given)	i	-8%	i	-2%	21%
COc1ccc(C(=O)c2c3ccc(OC)cc3[n+]([O-])n2CCCC(N)=O)cc1	0.3%	5%	8%	-9%	-3%	VEEV TC-83 Vero 10K pilot screen=1.1

More results
SMILES	VEEV TC-83 Vero	H37Rv inhibition	tuberculosis growth	Salmonella PhoP GFP	influenza NS1A	others
CC1CCCCC1NC(=O)CCC(=O)N1CCOc2ccc(Cl)cc21 (stereo not given)	i	5%	6%	6%	1%
N#C/C(=C\c1ccc(Sc2ccccc2)o1)c1nc2ccccc2[nH]1	i	7%	14%	5%	-9%
COc1ccccc1NC(=O)Cn1nc(-c2ccc(Cl)cc2)c2ccccc2c1=O	12%	56%	35%	-7%	-10%
Cc1cc(C)cc(NC(=S)N2CCC(NC(=O)C3CC3)CC2)c1	i	6%	5%	4%	6%
O=C1NN=C(c2ccccc2)CC1c1c[nH]c2ccccc12 (stereo not given)	4.2%	4%	14%	11%	-6%
Cc1cccc(OCC(=O)Nc2ccccc2-c2ccccc2)c1	i	-1%	24%	-1%	1%
COc1cccc(NC(=O)CN(C)C(C)C(=O)NC(C)c2ccc(Cl)cc2Cl)c1 (stereo not given)	2.1%	.	.	.	-8%
COc1ccc(-c2nc(CN(CC3CCC(=O)N3)C(C)C)c(C)o2)c(C)c1C (stereo not given)	0.9%	2%	12%	6%	9%
Cc1onc(C(=O)NN)c1-c1csc(COc2ccc(Cl)cc2)n1	2.9%	-5%	.	-1%	-4%
CCc1nnc(NC(=O)CSc2ncnc3scc(-c4ccc(C)cc4)c23)s1	i	1%	-6%	2%	-4%
S=C(NCC1CCCO1)N1CCN(c2cccc(Cl)c2)CC1 (stereo not given)	0.3%	-5%	53%	11%	-13%
CCS(=O)(=O)N1CCN(CC2CC3C=CC2C3)CC1 (stereo not given)	i	-8%	1%	5%	-7%
O=C(Nc1ccc([N+](=O)[O-])cc1)C1(c2ccccc2)CCOCC1	2.7%	3%	31%	11%	2%
CSCCC(=O)N1CCC(n2nccc2NC(=O)c2ccc3c(c2)OCO3)CC1	i	0%	5%	-8%	-5%
CCOc1ccc(C2C(C(=O)c3cccs3)=C(O)C(=O)N2Cc2cccnc2)cc1OC (stereo not given)	0.6%	-8%	6%	-3%	-8%
CC(=O)c1c(C)[nH]c(C(=O)OCc2nc3ccsc3c(=O)[nH]2)c1C	10%	-8%	-5%	4%	-8%
Cn1c(=O)n(CC(=O)N2CCC3(CC2)OCCO3)c(=O)c2ccccc21	0.1%	-13%	-13%	-7%	1%
COc1ccc(C(=O)OC(C)C(=O)NC2CCCc3ccccc32)cc1OC (stereo not given)	0.5%	2%	-29%	.	1%
CC(=O)N1CCCN(C(=O)c2ccc3nc(Cc4ccccc4F)oc3c2)CC1	1.8%	-4%	-8%	-4%	-5%
CCOC(=O)CS(=O)(=O)c1nc(-c2ccccc2)cc(C(F)(F)F)n1	8.3%	?	?	-7%	5%
O=C1NC(=O)N(Cc2ccccc2)C(=O)/C1=C/C=C/c1ccco1	71%	69%	?	-14%	-4%
O=c1[nH]c(=O)n(CCOc2ccc(Cl)cc2)cc1Br	0.4%	5%	35%	-2%	1%
COc1cc(-c2noc(CCCC(=O)NCc3ccccc3)n2)cc(OC)c1OC	2.8%	-5%	8%	-6%	23%	VEEV TC-83 Vero 10K pilot screen=5.7
Cc1cccc(N(C(=O)CNC(=O)c2ccco2)C(C(=O)NC2CCCC2)c2ccncc2)c1C (stereo not given)	0.6%	-15%	-2%	-5%	7%
Fc1ccc(NC(=S)Nc2cccc3ccccc23)cc1	1.4%	6%	71%	-5%	1%

Other structures.
SMILES	VEEV TC-83 Vero	H37Rv inhibition	tuberculosis growth	Salmonella PhoP GFP	influenza NS1A	others
Cc1cc(C)cc(NC(=O)CN2CCc3cc4c(cc3C2C)OCCCO4)c1 (stereo not given)	3.7%	8%	55%	-32%	4%
CSc1nsc(SCC(=O)Nc2ccc(C(N)=O)cc2)n1	2.0%	1%	26%	8%	3%
O=C(COC(=O)c1ccc(Br)cc1)NCc1ccccc1	1.1%	-24%	43%	-11%	7%
Cc1cc(C)nc(NC(=O)CSc2nn(-c3ccccc3)c(=S)s2)n1	1.4%	0%	14%	0%	7%
O=C(O)CC12CC3CC(C1)CC(n1ncc(NCc4ccc5c(c4)OCO5)c(Cl)c1=O)(C3)C2	.	-4%	0%	4%	.
CCC(C)Oc1ccccc1C1CC(=O)NC2=C1C(=O)CCC2 (stereo not given)	i	-2%	8%	-3%	-3%
O=C(Cn1cnc2c(nnn2Cc2ccc(Cl)cc2)c1=O)N1CCN(c2ccccc2)CC1	1.3%	3%	43%	6%	7%	VEEV TC-83 Vero 10K pilot screen=1.4
Cc1cc(C)n2nc(SCC(=O)Nc3ccccc3)nc2n1	1.5%	70%	-8%	-4%	3%
CCc1nnc(NC(=O)c2cc(OC)c(OC)cc2[N+](=O)[O-])s1	0.1%	0%	-5%	-13%	-13%
O=c1cc(-c2ccccc2)nc2nc[nH]n12	4.7%	-7%	3%	-3%	-1%
COc1ccccc1CNC(=O)c1cc(-c2ccccc2)n(Cc2cc(C)no2)n1	0.1%	24%	30%	-8%	5%
N=c1c2c(ncn1CCCO)Oc1cc(O)ccc1C2c1ccccc1 (stereo not given)	0.3%	-4%	2%	3%	1%
Cc1c(NS(=O)(=O)c2cccc([N+](=O)[O-])c2)c(=O)n(-c2ccccc2)n1C	1.0%	6%	1%	-17%	1%
COc1ccc(CNc2ccc(C)cc2)cc1Br	5.5%	6%	33%	-8%	0%
CCOC(=O)C1CCCN(CC(=O)Nc2c(C(=O)OC)[nH]c3ccc(C)cc23)C1 (stereo not given)	8.5%	-6%	35%	-3%	11%
COc1ccc(N(CC(=O)N2CC=C(c3ccccc3)CC2)S(=O)(=O)c2c(C)noc2C)cc1	3.7%	0%	22%	3%	0%
CCCCOc1ccc(N2C(=O)CC(N(CCc3ccccc3)C(=O)/C=C/C(=O)O)C2=O)cc1 (stereo not given)	0.5%	-16%	12%	8%	2%
O=C(CCCCCN1C(=O)c2ccccc2C1=O)NCc1ccco1	7.9%	-2%	0%	0%	2%
Cc1cc(Cl)cc2c1NC(=O)[C@]21[C@@H]2C(=O)N(Cc3ccccc3)C(=O)[C@@H]2[C@@H]2CCCN21	7.0%	4%	39%	0%	5%
CCOc1ccc(CCNC(=O)/C=C/c2ccco2)cc1OCC	1.7%	-3%	25%	-9%	-1%
COc1ccc(C(=O)c2c(C(F)(F)F)oc3c2C(=O)c2ccccc2C3=O)cc1	i	?	?	-9%	25%
COc1ccc(NS(=O)(=O)c2c(C(=O)N3CCCCCC3)c(C)n(C)c2C)cc1OC	0.3%	9%	-9%	-15%	5%
Cc1ccc(-c2nc(CNC(=O)c3cc(C)on3)cs2)cc1	2.3%	4%	64%	0%	-8%
CCN1CCCC1CNC(=O)Cn1cccc1C(=O)c1ccccc1 (stereo not given)	i	6%	13%	-30%	-12%
COc1ccccc1-n1ccnc(SCC(=O)NCc2ccccc2)c1=O	8.2%	3%	6%	2%	1%

(continued)
SMILES	VEEV TC-83 Vero	H37Rv inhibition	tuberculosis growth	Salmonella PhoP GFP	influenza NS1A	others
CCc1ccccc1NS(=O)(=O)c1ccc2[nH]cc(C(=O)NCC3CCCO3)c(=O)c2c1 (stereo not given)	i	0%	8%	-16%	12%	VEEV TC-83 Vero 10K pilot screen=4.3
CCOC(=O)c1[nH]c2cc(OC)c(OC)cc2c1NC(=O)CN1CCN(c2ccc(OC)cc2)C(C)C1 (stereo not given)	.	-2%	46%	8%	.
Cc1nc(Nc2cccc(O)c2)c2c3c(sc2n1)CCC3	1.3%	4%	14%	-1%	6%
Cc1ccc(NC(=O)/C=N/OCC(=O)NCc2ccccc2Cl)cc1	0.7%	-4%	17%	10%	-9%
COc1ccc(N2CC(C(=O)NCCCN3CCOCC3)CC2=O)cc1 (stereo not given)	2.0%	-20%	-2%	-7%	-1%
COc1ccc(Br)cc1CNC(=O)C1CCN(S(=O)(=O)N2CCC(C)CC2)CC1	3.1%	-8%	-16%	-21%	-2%
O=C(Nc1cccc(-c2nnc(-c3ccco3)o2)c1)C(c1ccccc1)c1ccccc1	12%	7%	8%	0%	7%
O=S1(=O)CCOC[C@H](Cc2ccccc2)N1Cc1ccccc1	6.7%	2%	-3%	-4%	-10%
Cn1nc(C(=O)NCCc2ccc(Cl)cc2)c2c1-c1ccccc1S(=O)(=O)C2	10%	4%	-7%	2%	-4%

Seven entries drawn at random from the list so far:
SMILES	VEEV TC-83 Vero	H37Rv inhibition	tuberculosis growth	Salmonella PhoP GFP	influenza NS1A	others
O=C(Cc1ccc(Br)cc1)Nc1ccccc1Cl	i	3%	-13%	-18%	-15%
COc1cccc(NC(=O)CN(C)C(C)C(=O)NC(C)c2ccc(Cl)cc2Cl)c1 (stereo not given)	2.1%	.	.	.	-8%
COc1ccc(Br)cc1CNC(=O)C1CCN(S(=O)(=O)N2CCC(C)CC2)CC1	3.1%	-8%	-16%	-21%	-2%
COc1ccc2c(CC(=O)NNC(=O)c3ccc(O)cc3)coc2c1	3.4%	4%	20%	.	-4%
O=S1(=O)CCOC[C@H](Cc2ccccc2)N1Cc1ccccc1	6.7%	2%	-3%	-4%	-10%
CCNC(=O)c1ccccc1CCc1ccccc1	1.4%	0%	-6%	-18%	-3%
COc1ccccc1CNC(=O)c1cc(-c2ccccc2)n(Cc2cc(C)no2)n1	0.1%	24%	30%	-8%	5%
